Assay outcomes as filed in PubChem.
15-hLO-2 inh = inhibitors of human 15-lipoxygenase 2 (ALOX15B); O15296; purified 15hLO-2, xylenol orange hydroperoxide absorbance; 110,000 tested, 0.56% active; Potency, µM (top dose mostly 57.1 µM), inactives show at the top dose activity change, negative = inhibition, hits mostly inhibitors; also: potency is read from the fitted curve at half-maximal effect; nearly all actives have a fitted effect of over 60% in size; many of its hits are not listed in these tables
Target sequence (O15296 whole entry, looked up): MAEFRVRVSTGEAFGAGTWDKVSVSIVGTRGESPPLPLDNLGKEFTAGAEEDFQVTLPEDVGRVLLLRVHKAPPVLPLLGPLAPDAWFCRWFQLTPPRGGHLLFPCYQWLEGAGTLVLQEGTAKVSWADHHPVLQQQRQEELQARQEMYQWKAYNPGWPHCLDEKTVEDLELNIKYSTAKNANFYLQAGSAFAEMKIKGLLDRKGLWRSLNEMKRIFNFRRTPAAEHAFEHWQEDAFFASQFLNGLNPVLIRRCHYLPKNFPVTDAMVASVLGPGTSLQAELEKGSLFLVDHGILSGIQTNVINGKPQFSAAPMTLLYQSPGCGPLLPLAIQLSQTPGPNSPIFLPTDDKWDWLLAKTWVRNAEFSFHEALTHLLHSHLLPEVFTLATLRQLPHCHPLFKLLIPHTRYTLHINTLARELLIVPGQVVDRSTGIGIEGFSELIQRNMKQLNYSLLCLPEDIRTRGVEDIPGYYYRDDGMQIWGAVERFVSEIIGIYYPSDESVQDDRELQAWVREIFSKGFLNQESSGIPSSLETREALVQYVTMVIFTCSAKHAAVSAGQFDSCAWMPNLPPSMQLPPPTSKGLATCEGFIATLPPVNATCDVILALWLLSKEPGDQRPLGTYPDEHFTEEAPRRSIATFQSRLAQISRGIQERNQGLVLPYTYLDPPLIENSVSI
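Screening format was qHTS against 50 nM purified 15hLO-2 in Hepes pH 7.5 with detergent. Activity follows hydroperoxide formation from 45 uM arachidonic acid, measured as 573:405 nm absorbance ratio of the ferric-xylenol orange complex.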
IMPase inh = membrane-permeable compound that blocks inositol monophosphatase | 120,000 tested, under 10 active | inhibition (IP1 accumulation), % at 46.1 µM | P97697 | AID 901 | CHO-M1 cells, IP1 accumulation, HTRF TR-FRET ratio; active = well fitted curve in the direction sought with a large enough effect in the signal ratio, not every such curve was filed as active; inconclusive = small, poorly fitted or top-dose-only effect, or a change in a side signal; inactive = no such curve, though single readings can be large or run the other way; the % refers to the signal ratio;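 also: cells stimulated with carbachol in lithium chloride buffer; plate controls were DMSO basal wells for no effect and reference inhibitor wells for full effect; higher means more IMPase inhibition seen as more IP1 and lower FRET ratio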
Target sequence (P97697 whole entry, looked up): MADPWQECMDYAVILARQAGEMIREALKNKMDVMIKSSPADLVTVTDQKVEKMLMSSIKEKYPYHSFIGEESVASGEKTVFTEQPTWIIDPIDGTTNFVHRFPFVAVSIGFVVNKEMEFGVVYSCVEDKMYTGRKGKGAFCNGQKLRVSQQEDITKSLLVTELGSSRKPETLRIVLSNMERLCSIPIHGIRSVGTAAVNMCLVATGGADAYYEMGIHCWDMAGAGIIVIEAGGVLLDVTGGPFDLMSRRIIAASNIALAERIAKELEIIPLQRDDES
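Carbachol-driven Gq signalling in CHO-M1 cells (2000/well) generates IP1. Compounds that block IMPase raise IP1 and so reduce the FRET signal from Eu-anti-IP1 and d2-IP1 after a 10 min room-temperature lysis.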
PNC assembly inh = blocks assembly of the perinucleolar compartment; activity change (PNC), negative = inhibition, % at 10 µM; PC3M PTB-GFP, PNC prevalence imaging, 16 h; hits give low values; AID 2417; 140,000 tested, 3.1% active;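 active = readout at or below -70, meaning at least 70% loss of cells showing the perinucleolar compartment, a nuclear body marking cancer cells; inconclusive = readout between -30 and a set limit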;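 also: plate controls were DMSO wells for no effect and camptothecin positive control wells for full effect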
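Read-out is percentage of cells bearing a perinucleolar compartment, from automated 20x imaging of fixed, Hoechst-stained PC3M PTB-GFP cells. Cells were seeded 4 h, then exposed 16 h to compound (23 nl of library stock) in duplicate plates.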
12-hLO inh = inhibitors of human 12-lipoxygenase (ALOX12). P18054. Potency, µM (series often up to 57.1 µM), for the others: top-dose activity change, negative = inhibition, hits mostly inhibitors. AID 1452. purified 12-hLO, xylenol orange hydroperoxide absorbance. 150,000 tested, 0.12% active; also: potency is read from the fitted curve at half-maximal effect; nearly all actives have a fitted effect of over 55% in size; many of its hits are not listed in these tables
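Hydroperoxide formation by human 12-lipoxygenase from 40 uM arachidonic acid was followed colorimetrically via ferric-xylenol orange complex, using the 573/405 nm absorbance ratio. Enzyme concentration was 150 nM, with 30 min reaction at room temperature.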
An asterisk follows results filed as active; ? = inconclusive; . = not tested or not shown; & = joins results of further samples; [ ] = remark or other dose. Unless noted, calls follow the shape of the dose curve; as a rule, active = well fitted curve in the direction sought with a large enough effect; inconclusive = small, poorly fitted or top-dose-only effect, or another doubt; inactive = no such curve, though single readings can be large; an effect the other way counts as inactive or inconclusive. Unless noted, % is scaled to controls: 0 for no effect and ±100 for the full control effect. Only part of the results is shown; count on the stated rates, not on these rows.

SMILES | 15-hLO-2 inh | IMPase inh | PNC assembly inh | 12-hLO inh
CCN1C/C(=C\c2cccc([N+](=O)[O-])c2)C(=O)/C(=C/c2cccc([N+](=O)[O-])c2)C1 | . | . | 6 | 0%
Cc1cc(SCC(=O)NCCN2C(=O)CSC2=O)nc2ccccc12 | . | -28 | -12 | 2%
C=CCc1c(OC)ccc2ccc(=O)oc12 | -1% | 3 | 35 | -3%
CCOc1ccc(NC(=O)CSc2nc3c(c(=O)n2-c2ccccc2OC)SCC3)cc1 | -9% | -9 | ? | -6%
CCCC1N2CC3([N+](=O)[O-])CN1CC([N+](=O)[O-])(C2)C3(C)C (stereo unspecified) | . | -13 | -16 | 0%
COc1cccc2cc(C(=O)NC(C)C3CCCO3)c(=O)oc12 (stereo unspecified) | 4%[11.4 µM] | 9[1.84 µM] | -87* | 3%
CCNc1c([N+](=O)[O-])ncn1C | ? | ? | ? | 2%
O=C(NCC1CCCO1)c1c(O)c2c([nH]c1=O)CCCC2 (stereo unspecified) | -8% | -14 | -4 | 3%
CC(=O)NN1C(=O)/C(=C/c2ccc(C(C)C)cc2)SC1=S | . | . | ? | -10%
O=C(O)c1ccc(-c2nc3ccccc3[nH]2)cc1 | . | . | -18 | -4%
COc1cc([N+](=O)[O-])ccc1NC(=O)CN(C)C | 4% | -3 | -29 | -1%
Oc1ccccc1C1=Nc2ncnn2C(c2ccccc2)C1 (stereo unspecified) | 5% | 0 | 1 | -9%
N#C/C(=C/c1cn(-c2ccccc2)nc1-c1cccc(OCc2ccc(F)cc2)c1)C(=O)NCCCn1ccnc1 | . | . | ? | -4%
O=C(O)c1cc(Cl)cc(Cl)c1 | 0% | . | . | 2%
Cc1ccc(S(=O)(=O)NCC2CCC(C(=O)NCCCN3CCOCC3)CC2)cc1 (stereo unspecified) | 6% | 0 | 52 | -6%
COc1ccc2c(Cl)c(C(=O)NCc3ccco3)sc2c1 | 0% | -6 | -7 | -9%
COc1ccc(-c2cnc3c(c2)CCC3(C#N)C#N)cc1 | . | . | 1 | -1%
O=c1c2cn[nH]c2[nH]c(=S)n1-c1cccc(Cl)c1 | . | . | ? | -1%
O=C(C1CCN(S(=O)(=O)N2CCOCC2)CC1)N1CCN(Cc2ccc3c(c2)OCO3)CC1 | -1% | 7 | ? | -3%
Cc1ccc(S(=O)(=O)NCC(c2cccnc2)N(C)C)cc1 (stereo unspecified) | -2% | 2 | 39 | -6%
Cc1nnc(NC(=O)CCSc2ccccc2)s1 | 6%[2.29 µM] | 3 | 1 | -3%
O=C(NC1CCCCCCC1)C1CCC(CNc2c(N3CCCC3)c(=O)c2=O)CC1 (stereo unspecified) | . | -1 | -119* | 4%
Cc1ccc(CNC(=S)Nc2ccc(OC(F)F)cc2C)cc1 | . | 4 | ? | -7%
Nc1nonc1-n1nnc(C(=O)O)c1-c1cccs1 | 4% | -3 | 10 | -2%
CN(C(=O)c1ccncc1)c1nnc(-c2cccnc2)s1 | -4% | -2 | ? | 1%

The final 3 entries of the section before open the next one:
SMILES | 15-hLO-2 inh | IMPase inh | PNC assembly inh | 12-hLO inh
Cc1ccc(CNC(=S)Nc2ccc(OC(F)F)cc2C)cc1 | . | 4 | ? | -7%
Nc1nonc1-n1nnc(C(=O)O)c1-c1cccs1 | 4% | -3 | 10 | -2%
CN(C(=O)c1ccncc1)c1nnc(-c2cccnc2)s1 | -4% | -2 | ? | 1%
O=C(COC(=O)/C=C/c1cccc(C(F)(F)F)c1)NCc1ccc(F)cc1 | . | . | ? | -1%
CC(C)CCN(CCC(C)C)C/C(O)=C(\C#N)c1nc(-c2ccccc2)cs1 | 8% | -2 | -11 | 2%
COc1ccc(-c2cc(C(F)(F)F)n3nc(C(=O)Nc4cc(C)on4)cc3n2)cc1OC | -5% | -6 | ? | 9%
Cc1cc(C)cc(OCC(=O)OCC(=O)c2ccc3c(c2)NC(=O)CO3)c1 | 0% | 2 | 0 | 1%
Cc1nc2ccccn2c1P(=Nc1ccccc1)(N(C)C)N(C)C | 5% | -7 | -11 | 0%
CCN(CC)C(=O)COc1ccc(Br)cc1Cl | -3% | -5 | -3 | 0%
Cc1ccc(OCC(=O)NC(=S)Nc2cccc(C)n2)cc1 | . | . | 75 | -1%
C=CCn1c(COc2cccc(C)c2)nnc1SCC(=O)c1c[nH]c2c(CC)cccc12 | . | 1 | 108 | -2%
COC(=O)C1C(=O)CC(C)(O)C(C(=O)OC)C1c1ccc2c(c1)OCO2 (stereo unspecified) | 1% | 1 | 39 | 2%
CCCC(=O)OC1(C(=O)CO)CCC2C3CCC4=CC(=O)CCC4(C)C3C(O)CC21C (stereo unspecified) | 10%[0.0915 µM] | . | . | -4%[0.00818 µM]
CCOC(=O)c1nn(-c2ccccc2)c2nc(-c3ccc(OC)cc3)c(C#N)c(=O)n12 | . | . | ? | 0%
O=C(CN1CCN(S(=O)(=O)c2cc(Cl)ccc2Cl)CC1)Nc1ccc2c(c1)OCCO2 | 8% | 2 | -14 | 5%
Cc1cccc(/C(N)=N/OC(=O)c2ccc(F)cc2)c1 | . | . | 22 | -2%
Cc1cc(C(F)(F)F)nc(SCC(=O)Nc2ccccc2)n1 | -1% | -1 | 21 | 3%
CCCOc1ccc(C2c3c(oc4cc(C)c(C)cc4c3=O)C(=O)N2CCCN2CCOCC2)cc1 (stereo unspecified) | 21% | -4 | -7 | 11%
Cc1cc(NC(=O)c2cc(C)on2)no1 | 0% | -5 | 9 | -6%
O=C1Nc2ccc(F)cc2C12Nc1ccccc1-c1nnc(SCc3ccccc3F)nc1O2 (stereo unspecified) | -12% | 6 | 32 | -13%
O=C(O)c1ccc(CN(c2ccccn2)S(=O)(=O)c2ccccc2)cc1 | -3% | -3 | 8 | -4%
Cc1ccc(N2C(N)=C(C#N)C(c3cccnc3)C3=C2CCCC3=O)cc1 (stereo unspecified) | -12% | 5 | 7 | -17%
Cc1cc(C)nc(NCC(O)CNc2ccccc2Cl)n1 (stereo unspecified) | . | 10 | -7 | -1%
CCOc1ccc(C(=O)Nc2cc(-c3nc4ccccc4[nH]3)ccc2C)cc1[N+](=O)[O-] | 44%[activator] | 5 | 15 | 6%
CC(C)C(=O)NC(=S)NCC(=O)c1ccccc1 | -10% | 1 | 38 | -7%
COc1ccc(C(=O)C[N+]2(C)CCOCC2)cc1 | 0% | -9 | -14 | -8%
CCCn1c(O)c(CN2CCCCC2)c(C)c(C#N)c1=O | -5% | -2 | 34 | -12%
CCn1cc(S(=O)(=O)CC(=O)Nc2cc(C)ccc2C)c2ccccc21 | -6% | 1 | -7 | 6%
The results go on.
SMILES | 15-hLO-2 inh | IMPase inh | PNC assembly inh | 12-hLO inh
Cc1onc(-c2ccccc2)c1C(=O)N1CCCN(C(=O)c2c(-c3ccccc3)noc2C)CC1 | -7% | 11 | -7 | -1%
COCc1nnc(NS(=O)(=O)c2ccc(Br)cc2)s1 | 2% | -9 | 5 | -1%
Cc1ccc(NCc2ccccc2F)cc1 | . | . | -15 | 1%
CSc1ccc(S(=O)(=O)NCc2ccccc2)cc1 | 1% | 4 | -3 | 6%
FC(F)(F)c1cc(Oc2ccccc2Cl)nc(-c2ccccn2)n1 | 7% | -3 | -5 | -2%
CCCCc1c(O)n2c(nc3ccccc32)[nH]c1=O | 1% | 6 | ? | -4%
Cc1ccc(C(=O)Nc2nc(-c3cccnc3)cs2)o1 | -5% | 2 | 32 | -6%
Cc1ccc(C(=O)c2cn(-c3ccc(F)c(Cl)c3)nn2)cc1 | . | ? | 33 | 1%
CCCc1cc(=O)[nH]c(SCC(=O)c2ccc3c(c2)OCCO3)n1 | . | . | ? | -4%
CCN(CC)C(=O)c1cc2cc(Br)ccc2oc1=O | 0% | 2 | -25 | -6%
Cc1nc(SCCC(C)C)c([N+](=O)[O-])[nH]1 | -21% | -4 | -29 | -5%
O=[N+]([O-])c1ccccc1-c1ccc(/C=N/n2cnnc2)o1 | 0% | -3 | 47 | -1%
COC(=O)c1ccccc1S(=O)(=O)N(Cc1cc2ccc(OC)cc2[nH]c1=O)CC1CCCO1 (stereo unspecified) | 2% | -1 | -98* | -10%
CN1CC[C@@]2(CCCN(S(=O)(=O)c3ccccc3)C2)C1 | 3% | . | . | -6%
CC(=O)c1cc(C#N)c(SCC(=O)OC(C)C)nc1C | 2% | 0 | 20 | 2%
CN(CC(=O)N1CCN(c2ccccn2)CC1)S(=O)(=O)c1ccc2ccccc2c1 | 3% | 17 | ? | 0%
CC1CCN(C(=O)CSCc2ccc(Cl)cc2)CC1 | -2% | -2 | 5 | 0%
CC1=C(C(=O)OCc2ccccc2)C(c2ccccc2)NC(=O)N1CCCCCC(=O)O (stereo unspecified) | -13% | . | -80* | -1%&1%
CC(=O)N(CN1C(=O)c2ccc([N+](=O)[O-])cc2C1=O)c1ccc(F)cc1 | -17%[11.4 µM] | 7[1.84 µM] | ? | 6%
O=C(c1ccc([N+](=O)[O-])cc1)N(Cc1ccc(Cl)cc1Cl)N1C(=O)CCCC1=O | 2% | 6 | ? | -5%
Cc1cc(C)c(OCC(=O)Nc2nnn(C)n2)c(Br)c1 | . | -4 | -100* | 5%
CCc1sc(C(=O)Nc2cc(Cl)ccc2N2CCCCC2)cc1C | -1% | 0 | 65 | 7%
C/C(CC(=O)Nc1cc(Cl)ccc1Cl)=N\NC(N)=S | ? | 4 | 45 | ?
COc1ccc(Cl)cc1Nc1nc(NCCO)nc(N2CCCC2)n1 | 0% | 10 | -16 | 2%
O=C(CN1CCN(S(=O)(=O)c2ccc(F)cc2)CC1)Nc1cccc(C(F)(F)F)c1 | 5% | 1 | ? | -7%
Additional entries follow:
SMILES | 15-hLO-2 inh | IMPase inh | PNC assembly inh | 12-hLO inh
CCOCC(=O)NCc1ccc2c(c1)OCO2 | 1% | -2 | -2 | -12%
[O-]/[N+](=C\c1ccccc1)[C@@H]1CCCC[C@@H]1/[N+]([O-])=C/c1ccccc1 | -13% | 15 | -26 | 5%
COc1ccc2nc(NC(=O)CCn3cccc3)sc2c1 | 3% | -7 | ? | -5%
COc1cnc(SCc2ccc(Cl)c(Cl)c2)nc1Cl | 14% | 4 | 0 | 3%
CCCCN(CCCC)c1nc2ccccc2nc1C(C#N)C(=O)NCCCOC (stereo unspecified) | -15% | 18 | 44 | -22%
COc1cccc(-c2nc(-c3ccc4c(c3)-c3ccccc3S4(=O)=O)c(-c3ccccc3)[nH]2)c1OC | . | . | 17 | 0%
CCCCCOC(=O)c1cc(=O)[nH]c2ccccc12 | -7% | 11 | 6 | -8%
O=C(/C=C/c1ccccc1)NNC(=O)C1CC1 | 2% | 2 | -21 | -4%
COCCCn1c(SCC(=O)NC(C)(C)C)nnc1-c1ccccc1 | 3% | -4 | ? | -1%
CC(C)CC(=O)OCc1cn(-c2ccccc2)nn1 | -5% | 1 | 0 | -3%
CCOc1ccc(NC(=O)CC2C(=O)N(C)C(=S)N2CCCc2ccccc2)cc1 (stereo unspecified) | . | . | ? | -1%
N#Cc1c(-c2ccc(Br)cc2)cc(-c2cccnc2)nc1N | . | . | -11 | -2%
O=c1oc2cc(OCc3ccc([N+](=O)[O-])cc3)ccc2c2c1CCCC2 | 4%[11.4 µM] | -8[1.84 µM] | 24 | -1%
CC(=O)c1cnc(N2CCCCC2)nc1C | -1% | 4 | ? | -3%
Cc1cccc(C(=O)Oc2coc(CSc3nnc(NC(=O)C4CC4)s3)cc2=O)c1 | . | 1 | 42 | 0%

Reformatted: results already given
Compound	15-hLO-2 inh	IMPase inh	PNC assembly inh	12-hLO inh
COCCCn1c(SCC(=O)NC(C)(C)C)nnc1-c1ccccc1	3%	-4	?	-1%
CC(C)CC(=O)OCc1cn(-c2ccccc2)nn1	-5%	1	0	-3%
CCOc1ccc(NC(=O)CC2C(=O)N(C)C(=S)N2CCCc2ccccc2)cc1 (stereo unspecified)	.	.	?	-1%
